KCNK3 block: human KCNK3 channel inhibitors, primary screen, CHO cells, FluxOR thallium flux, B-score | FluxOR fluorescence; active compounds read low | B-score at 10 µM | Potassium channel subfamily K member 3 (Homo sapiens), O14649 | AID 602410, 2012 | hit rate 0.84% among 340,000;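 active means B-score under library mean minus 4 SD, starting fluorescence ratio at most library mean plus 5 SD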;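 further: more negative B-score means stronger inhibition of thallium flux through KCNK3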
KCNQ1 inh: inhibitors of human KCNQ1 channel, primary screen, cell-based, thallium flux, high-throughput; Potassium voltage-gated channel subfamily KQT member 1 (Homo sapiens), P51787; CHO-K1 KCNQ1, FluxOR thallium flux fluorescence; active compounds read high; B-score at 10 µM; hit rate 1.3% among 310,000; AID 2642, 2010;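 active means compounds whose thallium flux B-score, printed positive for inhibition, exceeds three library SD while starting fluorescence stays within three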;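 further: channel opened by potassium depolarization with thallium stimulus after 20 min compound exposure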
HDAC3 inhib: HDAC3 deacetylase inhibitors, primary screen, biochemical, fluorescence, cell-free homogeneous; recombinant HDAC3, fluorogenic peptide/trypsin coupled; inhibition, % at 8.3 µM; hit rate 0.15% among 320,000; in the data active means inhibition above about 26%, passing the limit was not always enough
ANO1 block: TMEM16A chloride channel inhibitors, primary screen, cell-based, HTS; HEK293 TMEM16A/YFP iodide influx fluorescence, ionomycin; normalized B-score (activity score, 25-100; higher = stronger inhibition) at 10 µM; AID 588511, 2011; hit rate 1.2% among 310,000;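 active means ratio plate-corrected score three or more library SD toward inhibition, starting fluorescence score within five deviations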;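 further: score derived from kinetic fluorescence span divided by baseline fluorescence per well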
DYRK1A inh: rat Dyrk1A kinase inhibitors, primary screen, biochemical, single point, plate reader | AID 504441, 2011 | ADP-Glo luminescence, NFATc1 peptide | Dual specificity tyrosine-phosphorylation-regulated kinase 1A (Rattus norvegicus), Q63470 | inhibition, % at 12.5 µM | hit rate 0.43% among 310,000; in the data active means inhibition above about 50%;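 further: plate controls were vehicle with enzyme for no effect and no enzyme for full effect; many of its hits are not listed in these tables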
KCNQ1 act: potentiators or activators of KCNQ1 channel, primary screen, cell-based, thallium flux, high-throughput; Potassium voltage-gated channel subfamily KQT member 1 (Homo sapiens), P51787; CHO-K1 KCNQ1, thallium flux FluxOR fluorescence; active compounds read high; B-score at 10 µM; hit rate 0.35% among 310,000; AID 2648, 2010;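 active means fluorescence ratio B-score, a plate-corrected score, at least three library SD, with initial intensity B-score within 5 SD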
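Medium – assay buffer, equal DMSO in all wells · Material – CHO-K1 cell line with stable KCNQ1 potassium channel expression · Signal – kinetic FluxOR thallium fluorescence, 10-s 1-Hz baseline, 110-s post-stimulus read · Compound – single concentration per compound, DMSO matched to controls · Schedule – 37 °C overnight plating, 90-min dark dye load, 20-min compound pretreatment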
TRPC4 agonist: activators of mouse TRPC4 channel, primary screen, Fluo4 calcium, HEK293 TRPC4beta/mu-opioid cells | Short transient receptor potential channel 4 (Mus musculus), Q9QUQ5 | Fluo4 calcium fluorescence; active compounds read high | B-score at 10 µM | hit rate 0.49% among 310,000;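 active means B-score above 5 SD of library B-scores, and initial fluorescence ratio not above library mean plus 5 SD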;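 further: positive B-score marks a calcium rise read as TRPC4 activation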
Target sequence (Q9QUQ5 whole entry, looked up): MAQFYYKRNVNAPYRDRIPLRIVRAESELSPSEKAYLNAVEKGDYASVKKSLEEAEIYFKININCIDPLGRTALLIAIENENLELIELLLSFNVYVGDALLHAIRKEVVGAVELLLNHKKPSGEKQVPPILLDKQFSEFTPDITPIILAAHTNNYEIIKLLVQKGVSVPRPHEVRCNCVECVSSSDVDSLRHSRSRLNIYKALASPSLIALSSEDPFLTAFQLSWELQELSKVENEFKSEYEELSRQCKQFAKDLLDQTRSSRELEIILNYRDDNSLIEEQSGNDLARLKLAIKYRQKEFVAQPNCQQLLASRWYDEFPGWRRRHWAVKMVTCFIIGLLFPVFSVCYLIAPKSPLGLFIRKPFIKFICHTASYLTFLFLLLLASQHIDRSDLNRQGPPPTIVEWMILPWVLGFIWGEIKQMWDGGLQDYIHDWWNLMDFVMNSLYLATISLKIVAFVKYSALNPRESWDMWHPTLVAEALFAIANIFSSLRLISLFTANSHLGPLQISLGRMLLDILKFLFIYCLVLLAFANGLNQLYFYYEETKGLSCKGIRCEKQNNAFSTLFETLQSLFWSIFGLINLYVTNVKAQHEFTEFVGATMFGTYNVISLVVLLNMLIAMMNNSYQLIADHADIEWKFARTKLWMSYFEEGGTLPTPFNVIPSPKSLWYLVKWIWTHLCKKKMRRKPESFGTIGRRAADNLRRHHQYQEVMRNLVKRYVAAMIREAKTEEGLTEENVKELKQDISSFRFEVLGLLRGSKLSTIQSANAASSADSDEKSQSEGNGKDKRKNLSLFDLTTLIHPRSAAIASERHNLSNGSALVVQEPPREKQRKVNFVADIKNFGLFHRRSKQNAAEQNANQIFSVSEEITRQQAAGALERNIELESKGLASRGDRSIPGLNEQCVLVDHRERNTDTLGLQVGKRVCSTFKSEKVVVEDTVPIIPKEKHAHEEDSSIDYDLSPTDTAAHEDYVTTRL
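system = HEK293 cells stably co-expressing mouse TRPC4beta and mu-opioid receptor | schedule = Fluo4 dye loading 45 min at room temperature, 110 s recording | measure = B-scored integrated calcium fluorescence ratio | signal = Fluo4 calcium-sensitive dye fluorescence, kinetic, 1 Hz baseline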
ANO1 activ: TMEM16A chloride channel activators or potentiators, primary screen, cell-based, HTS. Anoctamin-1 (Mus musculus), Q8BHY3. HEK293 TMEM16A/YFP-H148Q/I152L, iodide quench fluorescence; active compounds read low. B-score at 10 µM. hit rate 0.3% among 340,000. AID 623877, 2012;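 active means fluorescence-ratio B-score plate-corrected deviation score at least 3 library SD below zero, with starting fluorescence score within 5 deviations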;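 further: channel opened by trigger with iodide after compound preincubation; score built on the fluorescence ratio of max minus min over baseline; more negative score means more quench and so TMEM16A activation or potentiation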
KCNK9 inh: KCNK9 potassium channel inhibitors, primary screen, HEK293 cells, thallium flux | Potassium channel subfamily K member 9 (Homo sapiens), Q9NPC2 | FluxOR thallium flux fluorescence; active compounds read low | B-score at 10 µM | hit rate 1.2% among 310,000;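 active means ratio B-score over 3 SD below the library mean, with starting fluorescence within 5 SD of its mean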;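 further: negative B-score means less thallium flux so channel inhibition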
hERG protect: hERG rescue from dofetilide block, primary screen, cell-based, CHO-hERG, FluxOR thallium flux, dofetilide IC70 | hit rate 0.51% among 310,000 | dofetilide IC70 present | activation (rescue from dofetilide block), less the hit threshold, % at 10 µM | AID 1511, 2009 | Voltage-gated inwardly rectifying potassium channel KCNH2 (Homo sapiens), Q12809;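 active means activation above the mean of controls blocked by dofetilide plus 5 SD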;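 further: thallium influx through hERG after potassium depolarization seen as dye fluorescence rise; in these data hits start at about 4.7%; inactives centre near -7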
TRPC4 potent: positive allosteric modulators of TRPC4, primary screen, cell-based, mouse TRPC4beta, HEK293 mu-opioid, Fluo-4 calcium; B-score at 10 µM; hit rate 0.42% among 310,000; DAMGO EC20, Fluo-4 Ca2+ flux; active compounds read high;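 active means B-score of calcium response area above 5 SD of library B-scores, with initial fluorescence ratio within 5 SD of library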;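 further: B-score of integrated fluorescence ratio over time as area under calcium response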
Starred values were filed as active, the others as inactive; i = inactive; / = not tested or not shown. The list is partial; the hit share may differ from the screen's.

SMILES	KCNK3 block	KCNQ1 inh	HDAC3 inhib	ANO1 block	DYRK1A inh	KCNQ1 act	TRPC4 agonist	ANO1 activ	KCNK9 inh	hERG protect	TRPC4 potent
Nc1cccnc1S(=O)(=O)c1ccccc1	i	i	-17	i	-1	i	i	i	i	-5	i
CCOc1ncccc1C(=O)OCC(=O)N1CCc2ccccc21	i	i	0	i	-6	i	i	i	i	-11	i
CCc1c(O)nc(SCC(=O)Nc2ccccc2)n(-c2ccccc2)c1=O	i	i	-1	i	-5	i	i	i	i	-10	i
CN1CCN(Cc2ccc(Sc3ccc(Cl)cc3)c([N+](=O)[O-])c2)CC1	i	i	/	i	-2	i	i	i	i	-17	i
COc1ccc(C2C(C(=O)Nc3cccc(C)n3)CCC(=O)N2c2ccc(OC)cc2)cc1 (configuration not stated)	/	i	-2	i	/	i	i	/	i	-11	i
CCOc1[nH]n(-c2ccc(Cl)cc2)c(=O)c1C=Nc1ccc(Cl)cc1	i	i	0	i	2	i	i	i	i	-10	i
CCOc1ccc(OCCC(=O)OCC(=O)Nc2cc(C)nn2-c2ccccc2)cc1	i	i	-7	i	-1	i	i	i	i	-10	i
COc1cccc(CN2CCNC(=O)C2CC(=O)O)c1OC (configuration not stated)	i	i	-3	i	1	i	i	i	i	-4	i
COc1ccc([C@@H]2CC=C(C(=O)O)[C@H](c3ccc(F)cc3)N2S(=O)(=O)c2ccc(C)cc2)cc1OC	i	/	3	i	3	/	/	i	/	/	/
CC(=O)c1cccc(NC(=O)C(C)OC(=O)c2cccc(-n3cnnn3)c2)c1 (configuration not stated)	i	i	-3	i	2	i	i	i	i	-13	i
O=C(O)Cn1nnnc1SCC(=O)Nc1ccccc1F	i	i	-1	i	/	i	i	i	i	3	i
Cc1ccc(C)c(-c2csc(Nc3ncccn3)n2)c1	i	i	-2	i	-6	i	i	i	i	-2	i
CC1CCCCN1Cc1c(O)ccc2c(=O)c(-c3nc4ccccc4s3)coc12 (configuration not stated)	i	i	4	i	9	i	i	i	i	-23	i
Cc1ccccc1Cc1c(C)nc2nc(SCC(=O)NCCCN3CCCC3)nn2c1C	i	i	0	i	3	i	i	i	i	-10	i
CCOc1ccc2nc(C)cc(Nc3cccc([N+](=O)[O-])c3)c2c1	i	i	3	i	5	i	i	i	i	-9	i
CC(C)(C)c1ccc(C(=O)Nc2ccc(O)c3c(=O)cc(-c4ccccc4Cl)oc23)cc1	i	i	0	i	-2	i	i	i	i	-9	i
O=C(Nc1cc(Cl)ccn1)C1CCN(S(=O)(=O)c2cccs2)CC1	i	i	-2	i	6	i	i	i	i	-11	i
CCC1CN(C(=O)NCc2cccc(OC)c2)c2cc(Cl)ccc2O1 (configuration not stated)	i	i	1	i	5	i	i	i	i	-4	i
CCC(=O)Nc1ccc(NC(=O)CCc2ccccc2)cn1	i	i	1	i	-3	i	i	i	i	-8	i
COc1ccc(C)cc1S(=O)(=O)N(CC(=O)Nc1cccc([N+](=O)[O-])c1)c1ccccc1	i	i	7	i	-7	i	i	i	i	-7	i
CC1CCc2c(C(=O)NCc3ccccn3)csc2C1 (configuration not stated)	i	i	2	i	10	i	i	i	i	-5	i
Cc1cc(N2C(=O)C(=O)/C(=C(/O)c3ccccc3)C2c2cccc(Br)c2)no1 (configuration not stated)	i	i	-6	i	1	i	i	i	i	-12	i
CCn1c(SCC(=O)Nc2ccccc2F)nc2c(c1=O)SC(C)C2 (configuration not stated)	i	/	-1	i	3	/	/	i	/	/	/
Cc1ccc(S(=O)(=O)NNC(=O)CCC(=O)Nc2ccc(C)c(C)c2)cc1	i	i	-10	i	-3	i	i	i	i	-4	i
O=C(O)c1ccccc1-c1ncc(-c2ccccc2)o1	i	i	-18	i	-4	i	i	i	i	-3	i
SMILES	KCNK3 block	KCNQ1 inh	HDAC3 inhib	ANO1 block	DYRK1A inh	KCNQ1 act	TRPC4 agonist	ANO1 activ	KCNK9 inh	hERG protect	TRPC4 potent
Cc1ccc(-n2cccn2)c(CN2CCCC(CNC(=O)c3ccc(F)cc3)C2)c1 (configuration not stated)	i	i	-3	i	2	i	i	i	i	-7	i
Clc1ccc(SCCCN2CCCCC2)cc1	i	i	/	i	-2	i	i	i	i	-7	i
COc1cc(Cl)ccc1OCc1cc(C(=O)N2C[C@@H]3CCC[C@H]2C3)no1	i	i	-2	i	0	i	i	i	i	-10	i
COc1cccc(C=O)c1OCCN1C(=O)c2ccccc2C1=O	i	i	-8	i	2	i	i	i	i	-11	i
CN(c1ccccc1)S(=O)(=O)c1cccc(NC(=O)CSc2n[nH]c(N)n2)c1	i	i	5	i	1	i	i	i	i	-22	i
Cc1cc(C(F)F)nn1CC(=O)NC1CCCC1	i	i	-1	i	9	i	i	i	i	-7	i
CN(CC(=O)Nc1cccc(F)c1)C(=O)CCCc1nc2ccccc2c(=O)[nH]1	i	i	/	i	3	i	i	i	i	-4	i
CCN(CC)c1ccc(NC(=O)Nc2cccc3ccccc23)cc1	i	i	-1	i	-5	i	i	i	i	-2	i
c1csc(CSc2nc3ccccc3s2)c1	i	i	3	i	8	i	i	i	i	-4	i
O=C1/C(=C/c2cccc(O)c2)SC(=S)N1CC1CCCO1 (configuration not stated)	i	i	-5	i	-4	i	i	i	i	-5	i
O=C(Nc1ccc(Br)cc1)N1CCCCCCC1	i	i	4	i	-2	i	i	i	i	-1	i
CC(Oc1ccccc1)C(=O)N1CCN(c2ccc(N3CCCCCC3)nn2)CC1 (configuration not stated)	i	i	/	i	2	i	i	i	i	-14	i
Cc1ccc(-c2nn(C)c(=O)c3ccccc23)cc1S(=O)(=O)N1CCOCC1	i	i	0	i	10	i	i	i	i	-9	i
NNc1cc(C(=O)O)ccc1Cl	i	i	3	i	0	i	i	i	i	0	i
COCCNC(=O)c1c[nH]n2c(=O)cc(C3CCN(C(=O)OC(C)(C)C)CC3)nc12	i	i	0	i	1	i	i	i	i	-12	i
O=C(CN(Cc1ccco1)C(=O)CCC(=O)Nc1ccccn1)NCCc1ccccc1	i	i	-4	i	1	i	i	i	i	-12	i
Cc1ccc(S(=O)(=O)N2CCN(Cc3ccco3)CC2)cc1C	i	i	-4	i	-7	i	i	i	i	-7	i
O=C(NCC1CCCO1)c1cccc(Oc2ccc([N+](=O)[O-])cc2Cl)c1 (configuration not stated)	i	i	2	i	1	i	i	i	i	-7	i
CC(Nc1nc(N2CCOCC2)nc2ccccc12)c1ccccc1 (configuration not stated)	i	i	-5	i	-7	i	i	i	i	-20	i
Cc1ccsc1C1C(C#N)=C(N)OC2=C1C(=O)CCC2 (configuration not stated)	i	i	-1	i	0	i	i	i	i	-10	i
O=C1C2C(c3ccccc3)C=CC(c3ccccc3)C2C(=O)N1c1ccccn1 (configuration not stated)	i	i	2	i	-4	i	i	i	i	-12	i
CC(=O)Oc1ccc2c3c(c(=O)oc2c1C)CCCC3	i	i	-3	i	-3	i	i	i	i	0	i
COc1ccc(NC(=O)c2cc(S(=O)(=O)N3CCCC3)oc2C)cc1	i	i	/	i	/	i	i	i	i	-3	i
COc1ccccc1C(=O)NCCn1cc(SCC(=O)Nc2nnc(C)s2)c2ccccc21	i	i	1	i	-2	i	i	i	i	-6	i
CC(=O)c1cc(C#N)c(Oc2ccc(Cl)cc2Cl)nc1C	i	i	-1	i	0	i	i	i	i	-7	i
SMILES	KCNK3 block	KCNQ1 inh	HDAC3 inhib	ANO1 block	DYRK1A inh	KCNQ1 act	TRPC4 agonist	ANO1 activ	KCNK9 inh	hERG protect	TRPC4 potent
COc1ccc(OC)c(C2C=C(C34CC5CC(CC(C5)C3)C4)NC(=S)N2)c1 (configuration not stated)	i	i	-7	i	2	i	i	i	i	-8	i
COc1ccc(CCN2C(=O)C3C4C=CC(C4)C3C2=O)cc1OC (configuration not stated)	i	i	0	i	-6	i	i	i	i	-7	i
O=C1CC(c2ccc(Cl)cc2)CC(O)=C1C=NCc1ccc(Cl)c(Cl)c1 (configuration not stated)	i	i	1	i	7	i	i	i	i	-13	i
CCCCCCC(C)OC(=O)Nc1cccc2ccccc12 (configuration not stated)	i	i	3	i	5	i	i	i	i	-2	i
COc1cc(C(=O)NC(C)c2cnn(-c3ccccc3C)c2C)cc(OC)c1OC (configuration not stated)	i	i	-1	i	8	i	i	i	i	-6	i
C/C(CC(=O)NC1CCCCC1)=N\NC(=O)c1ccccn1	i	i	-9	i	-5	i	i	i	i	-3	i
COc1cc(C2C(N3C(=O)c4ccccc4C3=O)C(=O)N2c2ccc(C)c(C)c2)cc(OC)c1OC (configuration not stated)	i	i	4	i	0	i	i	i	i	-11	i
COC(=O)CSc1nnc(CNc2nc(-c3ccccc3)cs2)n1C	i	i	8	i	-5	i	i	i	i	-16	i
O=C(Nc1ccc(F)c(F)c1)c1ccc2c(c1)OCO2	i	i	5	i	-1	i	i	i	i	-9	i
COc1ccc(C(c2c[nH]c3ccccc23)c2c[nH]c3ccccc23)cc1O	i	7*	-2	100*	-13	i	i	i	i	-5	i
COc1ccc(CCNC(=O)C(=O)NCc2cccs2)cc1OC	i	i	-7	i	3	i	i	i	i	-12	i
CC(C)n1cc(NC(=O)COc2ccccc2Cl)cn1	i	i	-5	i	0	i	i	i	i	-11	i
CC(=O)Nc1ccc(NC(=O)CSc2nc(N)c(NC(=O)c3ccco3)c(=O)[nH]2)cc1	i	i	-5	i	/	i	i	i	i	-4	i
NC(=O)C1(N2CCCCC2)CCN(S(=O)(=O)c2ccccc2)CC1	i	i	-1	i	-6	i	i	i	i	-12	i
O=C(N/N=C/c1cccc2ccccc12)C(=O)N1CCCC1	i	i	-17	i	10	i	i	i	i	-3	i
